# Bioassay records (PubChem BioAssay)
# PMI inhibitors: MPI enzyme activity inhibition – biochemical, fluorescence intensity, coupled assay, primary screen (AID 1209) | purified PMI enzyme, coupled fluorescence intensity; higher % means a stronger effect | inhibition, % at 20 µM, or IC50 in µM where a hit was titrated | 0.42% of 190,000 active; in the data active = inhibition above about 50%;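 also: plate controls were DMSO vehicle for no effect and wells lacking substrate for full effect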
# Myeloid diff MLP: compounds promoting myeloid differentiation; ER-HoxA9 myeloid progenitors, lysozyme-GFP differentiation, flow cytometry; calls only at 10 µM; 1% of 360,000 active; AID 624256;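 active = normalized GFP-positive differentiation at or above the plate's own cutoff, the solvent-only control mean plus 3 SD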;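 also: cells exposed to compound for four days before flow analysis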
# Dynein transport: dynein cargo transport inhibition. 3617.4 mouse cells, GR-EGFP nuclear translocation imaging; test concentration mostly 20 µM; stimulated with dexamethasone, 1 µM; active compounds read low. z-score, hits read low. 0.47% of 220,000 active. AID 1381;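 active = plate z-score of nuclear minus cytoplasmic receptor signal below a set negative limit, without overly bright fluorescence or cell loss, cut at about -3.5 in these data, passing the limit was not always enough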;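 also: z-score of nuclear minus cytoplasmic ring GR-EGFP intensity difference per well; some compounds called inactive have numbers as strong as hits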
#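 Buffer or medium – tet-free medium with charcoal-stripped serum · Signal – automated 10x imaging of fixed Hoechst-stained cells · Also added – dexamethasone agonist, 1.0 µM final, for 30 min · Incubation – induction 48 h, compound 1 h, agonist 30 min · Read-out – GR-EGFP nuclear translocation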
# bCat nuc transl: beta-catenin nuclear translocation modulation; HeLa beta-catenin nuclear translocation, immunofluorescence imaging; nuclear translocation activity, % at 5 µM; 0.3% of 190,000 active;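 active = nuclear translocation activity above 50% at 5 µM, with a well cell count of 50 or more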;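 also: per-cell ratio of nuclear to cytoplasmic median beta-catenin stain intensity; plate controls were DMSO negative control for no effect and GSK-3 inhibitor IX positive control for full effect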
#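 System: Human HeLa cells, endogenous beta-catenin | Compound dosing: 5 µM primary, 0.02–20 µM confirmation | Timing: 24 h compound exposure at 37°C, 5% CO2 | Measured by: Fluorescence imaging of beta-catenin antibody stain plus DAPI | Read-out basis: % activation of per-cell nuclear versus cytoplasmic median beta-catenin signal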
# Lipid droplet: modulators of hepatic lipid droplet formation; AML12 mouse hepatocytes, oleate lipid droplets, BODIPY imaging; inhibition, % at 6.5 µM; 0.4% of 240,000 active; AID 1656;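 active = lipid droplet intensity inhibited by at least 50%, with more than 500 cells counted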
#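 material = mouse AML12 hepatocyte cell line, fixed after treatment | also added = 100 µM oleic acid challenge | doses = compound at 6.5 µM only | schedule = overnight exposure | technique = Image-based BODIPY and DAPI two-channel analysis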
# T cell modulator: modulates CD8 T cell binding to vesicles | 2C CD8+ T cell-vesicle binding, flow cytometry; active compounds read low | calls only at 7 µM | 0.068% of 330,000 active;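 active = response, share of CD8 T cells binding vesicles, and their 90th percentile fluorescence all below set limits, cut at about 80% in these data, passing the limit was not always enough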
#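 Material: murine 2C transgenic CD8+ T lymphocytes / Also added: QL9-peptide-loaded Drosophila micro-vesicles bearing Ld, ICAM-1 and B7-1 / Schedule: binding step 1.5 h, 37 °C, antibody labelling 20 min, ice / Signal: flow cytometry, PE anti-B7-1 (FL2) versus Alexa647 anti-CD8 (FL8), PFA-fixed / Evaluation: percent CD8+ FL2 mean versus row control / Benchmarks: naked versus QL9-loaded vesicles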
# MT stabilizer: microtubule stabilizers in HeLa cells | HeLa tubulin immunostaining HCS, 24 h; share of cells brighter than vehicle mean+2SD | % tubulin-high responders, % at 10 µM | 0.83% of 200,000 active;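 active = plate Z-score above 3 for both tubulin-high and condensed-nucleus cell shares, with cell loss under 80%, at 10 µM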;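 also: anti alpha tubulin signal scored within the nucleus-defined area of each cell; some results filed as inactive read as strong as hits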
# TNAP activators: human TNAP enzyme activators, primary screen, biochemical, luminescent, no phosphate acceptor, uHTS (AID 1001). purified TNAP, luminescent activation assay, no phosphate acceptor; higher activation fold means a stronger effect. activation fold at 20 µM, or EC50 in µM where a hit was titrated. 0.03% of 200,000 active; in the data active = activation fold from about 3, or a potency from the dose series; inactive = the rest, 99 in 100 with activation fold below about 1.6; also: many of its hits are not listed in these tables
# Ins promoter up: MIN6 insulin promoter up-regulation. MIN6 insulin promoter-GFP reporter, high-content imaging; active compounds read high. z-score at 5 µM. 0.3% of 190,000 active;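 active = z-score above 3 at 5 µM with at least 500 cells counted in the well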
# Dynein transport cytoplasmic EGFP: also measured in Dynein transport; calls as there; z-score; measured here: cytoplasmic GR-EGFP intensity; active compounds read high
# Dynein transport nuclear GR-EGFP: second read-out of Dynein transport, no call of its own (marks repeat the call); z-score; measured here: nuclear GR-EGFP intensity;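 lower value marks the stronger effect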
# Dynein transport cell count: second read-out of Dynein transport, no call of its own (marks repeat the call); z-score; measured here: cell count per field
# Ins promoter up cell count: recorded beside Ins promoter up, whose call it bears; cell count; measured here: cytotoxicity, nuclei count;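 total cells summed across four imaged fields per well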
# Lipid droplet cells 6.5 µM: further read-out of Lipid droplet, marked with its call; cell count; measured here: cell count, cytotoxicity flag;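 cells counted across two imaged fields per well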
# bCat nuc transl cell count 5 µM: also measured in bCat nuc transl; calls as there; cell count; measured here: cell count, cytotoxicity flag
# T cell modulator vesicle-bound %: second read-out of T cell modulator, no call of its own (marks repeat the call); double positive events, %; measured here: CD8+ vesicle-bound cell fraction;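 binding gate set so that unloaded-vesicle control wells show 10% double positive cells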
# MT stabilizer Hoechst-high %: recorded beside MT stabilizer, whose call it bears; % Hoechst-high responders; measured here: nuclear condensation Hoechst responders;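 share of cells brighter than vehicle mean plus two SD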
# MT stabilizer cytotoxicity %: second read-out of MT stabilizer, no call of its own (marks repeat the call); toxicity, %; measured here: cytotoxicity by cell density;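 0% = mean cell density of plate MIN control wells and 100% = no cells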
# Myeloid diff MLP GFP+ MAC1+ %: recorded beside Myeloid diff MLP, whose call it bears; GFP+ MAC1+ double positive, %; measured here: differentiation confirmed by MAC1 staining
# Starred values were filed as active, the others as inactive; i = inactive; . = no result given.
smiles,PMI inhibitors,Myeloid diff MLP,Myeloid diff MLP GFP+ MAC1+ %,Dynein transport,Dynein transport cytoplasmic EGFP,Dynein transport nuclear GR-EGFP,Dynein transport cell count,bCat nuc transl,bCat nuc transl cell count 5 µM,Lipid droplet,Lipid droplet cells 6.5 µM,T cell modulator,T cell modulator vesicle-bound %,MT stabilizer,MT stabilizer Hoechst-high %,MT stabilizer cytotoxicity %,TNAP activators,Ins promoter up,Ins promoter up cell count
COC(=O)c1sc2[nH]c(=S)n(N)c(=O)c2c1C,-60%,i,0.7,-1,0.32,-0.39,0.88,0.0,947,0,667,.,.,4.1,3.1,4.0,1.2,1.4,1569
Cc1cc2nnc(SCC(=O)N3CCCCCC3)n2c(N)n1,4%,i,0.1,-0.49,-0.3,-0.023,0.61,-2.1,1071,-1,718,i,59,1.2,1.3,3.8,1,-0.25,1561
CC(=O)NCC(=O)N(Cc1ccco1)C1(C(=O)NC2CCCC2)CCCCC1,-9%,i,0.8,-0.01,-0.054,0.85,-1.6,-0.7,1045,-28,730,i,63,1.8,2.1,17,1.1,-0.19,1343
Cc1ccc(N(CC(O)CN2C(=O)NC(C)(C)C2=O)S(=O)(=O)c2ccc(C)cc2)cc1 (stereo not drawn),.,i,0.2,0.81,-0.06,0.86,0.084,-0.5,1385,1,748,i,18,.,.,.,.,0.59,997
CSc1nc2ccc(NS(=O)(=O)c3ccc(Br)s3)cc2s1,.,i,0.7,0.33,0.25,0.34,-0.98,-5.0,1154,-4,627,i,22,.,.,.,.,-0.27,1441
O=C(Nc1ccccn1)c1ccc2c(c1)OCCO2,-3%,i,0.4,0.92,-0.26,0.056,-0.37,-0.9,588,13,711,i,62,4.5,2.2,9.4,1.1,.,.
COC(=O)c1cc(S(=O)(=O)NC2CCN(Cc3ccccc3)CC2)cn1C,5%,i,1.3,-0.45,-0.2,-0.028,0.31,2.8,937,7,618,i,16,5.0,2.5,6.9,1.2,-0.03,1840
O=C(Nc1nnc(-c2ccc(F)cc2)o1)c1cccc([N+](=O)[O-])c1,-17%,i,1.3,-0.43,-0.3,0.15,0.092,-1.7,1007,0,663,i,56,1.5,0.8,4.2,1.7,-1.8,1428
CCOC(=O)Cc1csc(NC(=O)COc2ccc(N(C)S(=O)(=O)c3ccc(C)cc3)cc2)n1,0%,i,0.5,0.49,0.034,0.36,0.38,.,.,-12,791,i,34,1.3,1.9,20,0.8,0.11,833
FC(F)(F)c1ccc(CN2CCCCCC2)cc1,1%,i,2.5,-0.53,-0.25,-0.5,0.58,-0.7,1010,-14,777,i,41,2.7,2.6,4.1,1,-0.45,861
O=C(CSc1ncccn1)NC(=O)c1ccccc1,-9%,i,0.2,0.047,-0.31,-0.19,0.58,.,.,0,685,i,38,2.3,2.2,7.8,1.1,.,.
CCOc1ccc(Cn2cc(F)c(=O)[nH]c2=O)cc1,.,i,1.7,0.87,-0.21,0.3,-0.5,-0.8,1349,4,647,i,23,.,.,.,.,0.39,1086
CCOC(=O)c1c(C)[nH]c(C(=O)COC(=O)C2CC(=O)N(Cc3ccccc3)C2)c1C (stereo not drawn),0%,i,0.5,-0.081,-0.11,0.36,0.046,-0.1,682,.,.,i,47,7.3,4.3,12,1.1,1.1,1098
C/C(N=Nc1nc2ccccc2s1)=N\Nc1ccccc1O,.,i,0.3,-0.047,-0.25,0.46,0.18,0.6,1316,-37,542,i,45,.,.,.,.,-1.3,1143
COc1cc(NC(=O)CN2C(=O)C(c3ccccc3)=NC23CCCCCC3)cc(OC)c1,15%,i,0.6,-0.69,-0.23,-0.096,0.2,2.0,1089,6,699,i,30,2.9,2.7,10,1.1,-0.48,905
CCc1cc2ccc(C)cc2nc1SCC(=O)Nc1cc(OC)c(OC)cc1C(=O)O,0%,i,0.1,-0.31,-0.27,-0.57,0.84,0.9,975,27,606,i,29,1.7,1.7,5.9,1.2,.,.
COc1cc(CCC(=O)Oc2ccc(C(C)=O)cc2)cc(OC)c1OC,7%,i,0.5,0.35,-0.17,-0.0043,-0.2,-2.8,1107,6,657,i,46,2.8,4.1,7.9,1.1,-0.15,1466
Cc1ncsc1C(=O)O,6%,i,0.4,0.54,-0.1,0.2,-0.95,0.8,1049,3,707,i,37,1.8,2.3,6.6,1.1,1.5,1403
Cc1nnc(SCC(=O)N2CCN(S(=O)(=O)c3ccccc3)CC2)s1,-2%,i,0.3,-0.84,-0.28,-0.35,0.41,-3.5,1094,47,718,i,29,2.5,1.9,3.6,1,1.6,1293
CC1CCN(c2nc3nonc3nc2N2CCC(C)CC2)CC1,15%,i,0.9,0.25,-0.25,0.55,-0.78,0.5,429,-22,733,i,30,3.7,1.8,3.9,1.1,.,.
CCOC(=O)N1CCC(N(CCN(C)C)C(=S)Nc2ccccc2Cl)CC1,3%,i,0.3,1.1,0.0018,0.64,-0.33,0.0,1111,5,772,i,60,5.1,1.5,4.9,1.1,-0.39,1261
CN(CCN1CCOCC1)Cc1nc(-c2ccccc2)no1,12%,i,0.4,0.09,-0.33,0.14,1,-0.1,1551,8,712,i,49,1.4,1.4,2.3,1,-0.15,1503
COC(CNC(=O)c1ccc2nc(-c3cccs3)c(-c3cccs3)nc2c1)OC,-31%,i,0.5,-0.18,-0.25,-0.21,0.4,.,.,34,696,i,49,2.4,1.9,10.0,1,0.11,1231
OC(CNCc1cccc(Br)c1)c1ccccc1 (stereo not drawn),-2%,i,0.9,-0.45,-0.21,-0.44,0.37,-0.2,1568,-8,714,i,56,1.9,2.6,2.3,1,.,.
CC(C)C(NS(=O)(=O)c1cc(C(=O)O)ccc1Cl)C(=O)O (stereo not drawn),7%,i,0.3,-0.37,-0.34,-0.62,-0.7,-2.4,1051,11,694,i,57,2.7,2.8,5.5,1.1,.,.
CN1CCc2c(n(CC(O)CN3C(=O)c4ccccc4S3(=O)=O)c3ccccc23)C1=O (stereo not drawn),-12%,i,1.3,-0.075,-0.24,0.17,0.65,-1.3,1218,-4,700,.,.,2.1,1.9,5.7,1.1,.,.
CCCC12CN3CC(CCC)(CN(C1)C3c1ccco1)C2=O (stereo not drawn),.,i,0.3,0.71,-0.27,0.19,0.2,-0.9,1220,-4,737,i,46,.,.,.,.,0.42,1022
CCSc1ccc(-c2cccc([N+](=O)[O-])c2)nn1,-14%,i,0.6,-0.43,-0.29,0.27,0.76,-1.5,1030,2,689,i,28,4.0,2.5,9.3,1.1,0.39,1185
CC(C)(C)C(=O)Oc1ccc2cc(-c3ccc4ccccc4n3)c(=O)oc2c1,12%,i,0.6,-0.15,0.061,-0.054,0.79,1.2,1178,-4,690,i,41,4.3,1.8,2.2,1.2,0.04,1377
O=C(c1nnc(Cc2ccc(Cl)cc2)o1)N1CCc2ccccc2C1,6%,i,1.3,-0.21,-0.18,0.57,-0.2,0.0,502,-2,761,i,48,2.3,1.4,11,1,0.64,1247

# Overlap with the part before: two entries, followed by the next part.
smiles,PMI inhibitors,Myeloid diff MLP,Myeloid diff MLP GFP+ MAC1+ %,Dynein transport,Dynein transport cytoplasmic EGFP,Dynein transport nuclear GR-EGFP,Dynein transport cell count,bCat nuc transl,bCat nuc transl cell count 5 µM,Lipid droplet,Lipid droplet cells 6.5 µM,T cell modulator,T cell modulator vesicle-bound %,MT stabilizer,MT stabilizer Hoechst-high %,MT stabilizer cytotoxicity %,TNAP activators,Ins promoter up,Ins promoter up cell count
CC(C)(C)C(=O)Oc1ccc2cc(-c3ccc4ccccc4n3)c(=O)oc2c1,12%,i,0.6,-0.15,0.061,-0.054,0.79,1.2,1178,-4,690,i,41,4.3,1.8,2.2,1.2,0.04,1377
O=C(c1nnc(Cc2ccc(Cl)cc2)o1)N1CCc2ccccc2C1,6%,i,1.3,-0.21,-0.18,0.57,-0.2,0.0,502,-2,761,i,48,2.3,1.4,11,1,0.64,1247
COc1ccc(C2(C(=O)Nc3ccc(S(=O)(=O)Nc4nc(C)cc(C)n4)cc3)CCCC2)cc1OC,-2%,i,0.6,-0.023,-0.17,0.2,-0.38,1.1,1055,-3,730,i,55,6.6,2.2,0.3,1.1,-0.64,1520
c1ccc(-c2noc(CN3CCN(c4ccccc4)CC3)n2)cc1,5%,i,1.2,-0.62,-0.3,-0.21,0.96,.,.,.,.,i,63,2.1,3.5,7.3,1.1,0.52,960
Cc1ccc(-c2nc(CS(=O)CC(=O)NCCN3CCOCC3)c(C)o2)cc1 (stereo not drawn),-6%,i,2.7,-0.3,-0.14,0.034,-0.21,.,.,.,.,i,4,6.6,2.7,7.1,1,-0.36,941
COc1cccc(S(=O)(=O)NCc2ccc(C(=O)NCc3ccco3)cc2)c1,0%,i,1.2,2,-0.19,1.2,-0.81,0.3,1054,4,633,i,42,3.2,1.5,7.5,1.1,0.51,1862
